# ELG1 repair inh: qHTS screen for small molecules that inhibit ELG1-dependent DNA repair in human embryonic kidney (HEK293T) cells expressing luciferase-tagged ELG1. HEK293T ELG1-luciferase reporter, luminescence, 16 h; DNA damage induced by 5-fluorouridine. actives 2.3% (n = 330,000). Potency, µM (doses to about 46.1 µM), without a hit: top-dose activity change, negative = inhibition, usual class: inhibitors; also: potency is read from the fitted curve at half-maximal effect; % is scaled to controls: 0 for no effect and ±100 for the full control effect; nearly all actives have a fitted effect of over 55% in size
#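 HEK293T cells expressing luciferase-tagged ELG1 (2,000/well) received 5-Fluorouridine plus compound or DMSO for 16 hr at 37 °C. Luciferase was read by ONE-Glo luminescence after 30 min at room temperature.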
# NPC1 promoter act: qHTS Assay for NPC1 Promoter Activators | Huh7 NPC1 promoter luciferase reporter, 24 h | actives 2.4% (n = 320,000) | Potency, µM (doses to about 9.22 µM), inactives show at the highest dose activation, usual class: activators;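 also: potency is read from the fitted curve at half-maximal effect; % of control where 0% means no effect; nearly all actives have a fitted effect of over 60% in size; reporter is driven by a mutant NPC1 promoter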
#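 Compounds in DMSO were transferred onto Huh7 NPC1-luciferase reporter cells pre-incubated 2 h; after 24 h at 37 °C, Amplite reagent was dispensed and luminescence recorded 10 min later.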
# RORg inh: qHTS for inhibitors of ROR gamma transcriptional activity; Nuclear receptor ROR-gamma (Mus musculus), P51450; Drosophila S2 Gal4-RORgamma UAS-luciferase reporter, 20 h; Potency, µM (highest dose often 53.6 µM), for the others: top-dose activity change, negative = inhibition, hits mostly inhibitors; actives 5.4% (n = 310,000); also: potency is read from the fitted curve at half-maximal effect; % is scaled to controls: 0 for no effect and ±100 for the full control effect; nearly all actives have a fitted effect of over 60% in size
#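 A Gal4/UAS one-hybrid system in insect cells: metallothionein-promoter Gal4–ROR gamma fusion plus Photinus luciferase reporter. Copper sulfate 700 uM final, 20 hr ambient incubation, luminescent detection after 10 min with reagent.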
# ELG1 genotoxic: qHTS screen for small molecules that induce genotoxicity in human embryonic kidney (HEK293T) cells expressing luciferase-tagged ELG1; AID 504466, 2011; HEK293T ELG1-luciferase reporter, luminescence, 16 h; Potency, µM (series often up to 46 µM), inactives show at the top dose activity change, positive = activation, hits mostly activators; actives 1.3% (n = 330,000); also: potency is read from the fitted curve at half-maximal effect; % of control where 0% means no effect; nearly all actives have a fitted effect of over 60% in size
#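 16 hr compound incubation (37 °C, 5% CO2) of HEK293T cells carrying luciferase-tagged ELG1; luciferase then measured by ONE-Glo luminescence after 30 min at RT.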
# p53 reactivation: qHTS assay for re-activators of p53 using a Luc reporter | H1299 p53-A138V BP100-luciferase reporter, luminescence, 24 h | Potency, µM (titrated, usually from 92.2 µM), for inactives: top-dose activity change, positive = activation, usual class: activators | actives 0.063% (n = 320,000); also: potency is read from the fitted curve at half-maximal effect; % of control where 0% means no effect; nearly all actives have a fitted effect of over 45% in size
#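 H1299 (p53-null), stable ts p53-A138V + BP100-Luc; 1000 cells/well, Opti-MEM/10% FBS; cpd 4 pt, 1:5; 24 h, 37 deg C, 5% CO2; detection reagent 10 min RT; luminescence.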
# Rab9 prom act: qHTS Assay for Rab9 Promoter Activators; Huh7 Rab9 promoter-luciferase reporter, luminescence, 24 h; Potency, µM (highest dose often 9.22 µM), for inactives: at the highest dose activation, negative = inhibition, hits mostly activators; AID 485297, 2010; actives 2.8% (n = 320,000); also: potency is read from the fitted curve at half-maximal effect; % of control where 0% means no effect; nearly all actives have a fitted effect of over 60% in size
#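 Huh7 cells stably carrying Rab9 promoter–luciferase reporter, plated 1500 cells/well, compound added after 2 h and incubated 24 h at 37 °C; luciferase luminescence then read after 10 min with detection reagent.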
# Gal4-VP16 FLuc: VP16 counterscreen qHTS for inhibitors of ROR gamma transcriptional activity. Drosophila S2 Gal4-VP16 UAS-luciferase, luminescence, 20 h. Potency, µM (series often up to 53.6 µM), without a hit: at the top dose activity, negative = inhibition, most hits filed as inhibitors. AID 2546, 2010. actives 3.5% (n = 310,000);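 also: Gal4-VP16 expression switched on by copper sulfate through the metallothionein promoter; potency is read from the fitted curve at half-maximal effect; % is scaled to controls: 0 for no effect and ±100 for the full control effect; nearly all actives have a fitted effect of over 50% in size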
# BRCA1 expr up: qHTS Assay to Identify Small Molecule Activators of BRCA1 Expression. actives 1.1% (n = 380,000). MCF7-BRCA1-FFLuc reporter, luminescence, 48 h; response scale: scaled: vehicle 0%, 10 µM genistein 100%. Potency, µM (highest dose often 46.1 µM), inactives show at the highest dose activation, hits mostly activators; also: potency is read from the fitted curve at half-maximal effect; nearly all actives have a fitted effect of over 80% in size; some results filed as inactive show a strong effect at the top dose
#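 Using MCF7 cells harboring a BRCA1 firefly luciferase reporter, plated 2 h before compound pinning, the screen measured luminescence after 48 h incubation. Responses were normalized to DMSO and 10 microM genistein, then fitted for concentration-effect.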
# Tb PFK inh: qHTS Assay to Find Inhibitors of T. brucei phosphofructokinase; T. brucei PFK, ADP-Glo luminescence; Potency, µM (doses to about 57.5 µM), for inactives: at the highest dose activity, negative = inhibition, most hits filed as inhibitors; actives 0.17% (n = 330,000); AID 485367, 2010;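 also: potency is read from the fitted curve at half-maximal effect; 0% = uninhibited 1x PFK enzyme wells and -100% = no-enzyme wells; nearly all actives have a fitted effect of over 60% in size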
# Target sequence (O15648 whole entry, looked up): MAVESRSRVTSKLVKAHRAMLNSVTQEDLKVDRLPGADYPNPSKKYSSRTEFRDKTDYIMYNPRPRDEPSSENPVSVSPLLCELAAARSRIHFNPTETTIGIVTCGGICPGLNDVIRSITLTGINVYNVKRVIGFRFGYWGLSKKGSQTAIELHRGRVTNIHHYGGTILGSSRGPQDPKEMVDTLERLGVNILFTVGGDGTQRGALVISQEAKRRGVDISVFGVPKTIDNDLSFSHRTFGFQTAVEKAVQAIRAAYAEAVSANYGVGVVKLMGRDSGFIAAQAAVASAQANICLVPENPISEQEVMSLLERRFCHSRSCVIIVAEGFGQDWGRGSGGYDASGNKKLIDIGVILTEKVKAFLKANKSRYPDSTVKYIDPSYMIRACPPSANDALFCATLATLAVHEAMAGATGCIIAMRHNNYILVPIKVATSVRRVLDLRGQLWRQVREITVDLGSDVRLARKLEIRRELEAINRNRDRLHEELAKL
#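 Luminescent ADP detection (ADP-Glo, two-step: ATP depletion then ADP-to-ATP conversion for luciferase) reported PFK activity after 45 min room-temperature reaction of 1.25 nM enzyme with 0.5 mM F6P and 0.1 mM ATP at pH 8.0.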
# TRPV1 agonist: HTS Assay for Compounds that Act as Agonists of the Vanilloid Receptor 1; Transient receptor potential cation channel subfamily V member 1 (Homo sapiens), Q8NER1; TRPV1-expressing cells, Fluo-8 calcium influx, agonist mode; activation, % at 8.33 µM; actives 0.19% (n = 320,000); AID 540275, 2011; in the data active = activation above about 80%; inconclusive = between about 30% and that limit; also: 0% is about no effect
#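 Fluo-8 calcium influx in TRPV1-expressing cells, kinetic read (ex 480/em 520 nm). Compound added and read 3 min for agonist activity, followed by capsaicin at EC20 final and 2 min further read for enhancement.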
# FLuc modulator: qHTS profiling assay for firefly luciferase inhibitor/activator using purifed enzyme and Km concentrations of substrates (counterscreen for miR-21 project); Luciferin 4-monooxygenase (Photinus pyralis), P08659; purified FLuc, Km substrates, luminescence inhibition; Potency, µM (top dose mostly 57.5 µM), inactives show at the top dose activity change, negative = inhibition, actives largely listed as inhibitors; actives 6.9% (n = 360,000); AID 588342, 2011;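 also: potency is read from the fitted curve at half-maximal effect; plate controls were vehicle for no effect and reference inhibitor for full effect; nearly all actives have a fitted effect of over 55% in size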
# Target sequence (P08659 whole entry, looked up): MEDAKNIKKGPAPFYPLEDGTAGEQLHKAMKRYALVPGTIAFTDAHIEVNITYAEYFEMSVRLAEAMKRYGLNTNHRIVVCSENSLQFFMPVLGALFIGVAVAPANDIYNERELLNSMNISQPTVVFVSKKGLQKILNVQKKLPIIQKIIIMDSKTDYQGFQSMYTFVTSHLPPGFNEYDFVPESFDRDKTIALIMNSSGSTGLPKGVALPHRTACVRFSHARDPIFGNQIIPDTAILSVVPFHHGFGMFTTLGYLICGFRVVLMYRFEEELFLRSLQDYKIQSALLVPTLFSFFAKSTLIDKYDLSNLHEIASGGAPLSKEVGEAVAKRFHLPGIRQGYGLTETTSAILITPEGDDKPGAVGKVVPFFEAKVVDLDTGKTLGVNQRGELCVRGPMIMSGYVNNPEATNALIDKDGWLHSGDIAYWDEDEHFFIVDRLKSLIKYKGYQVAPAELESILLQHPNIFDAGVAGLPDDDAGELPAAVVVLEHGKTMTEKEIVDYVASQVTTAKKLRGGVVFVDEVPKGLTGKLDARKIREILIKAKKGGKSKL
#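 Purified P. pyralis luciferase, 10 nM final, with Km-level 10 uM D-luciferin and 10 uM ATP in 50 mM Tris acetate pH 7.5, 10 mM Mg acetate, 0.01% Tween-20, 0.05% BSA; 6-point qHTS titration about 60 µM downward; luminescence read.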
# * = called active by the depositor; ? = inconclusive; / = not tested or not shown; & = joins results of further samples; [ ] = dose if it differs, or a comment. Unless noted, calls follow the shape of the dose curve; as a rule, active = well fitted curve in the direction sought with a large enough effect; inconclusive = small, poorly fitted or top-dose-only effect, or another doubt; inactive = no such curve, though single readings can be large; an effect the other way counts as inactive or inconclusive.
SMILES | ELG1 repair inh | NPC1 promoter act | RORg inh | ELG1 genotoxic | p53 reactivation | Rab9 prom act | Gal4-VP16 FLuc | BRCA1 expr up | Tb PFK inh | TRPV1 agonist | FLuc modulator
CC(C)CCn1c(COc2ccccc2)nn(CCC#N)c1=S | -8% | -6% | 18% | -4% | 1% | -5% | -8% | -2% | 1% | -3 | 1%
Nc1cc(Cl)ccc1Nc1ccncc1 | -8% | -6% | 21% | -4% | 1% | -15% | -10% | 6% | -7% | -2 | -1%
CCN(CC)C(=O)COc1ccc2c(-c3ccccc3)cc(=O)oc2c1 | -18% | -5% | / | 0% | / | -3% | / | -20% | -4% | 5 | -7%
CCN(c1ccc(NC(=O)COC(=O)/C=C/c2ccco2)cc1)C(C)C | 16% | / | / | 0% | 6% | / | / | 7% | 2% | / | /
Cc1ccc(Cl)cc1NC(=S)Nn1cnnc1 | -1% | -2% | 13µM* | 7% | ? | 2% | ? | -6% | 0% | 1 | 0%
COc1ccc(NC(=O)C(CC(C)C)NC(=O)c2ccccc2C)cn1 (configuration not stated) | 11% | 12% | 1% | 1% | 5% | -4% | 2% | -21% | -4% | 3 | 5%
COCCCNC(=O)c1cc2c(s1)CS(=O)(=O)C2 | 0% | -1% | -11% | 0% | -1% | -2% | 13% | 4% | 3% | 3 | -2%
O=C1CCCN1CC(CN1CCOCC1)Sc1nc2ccccc2c(=O)n1-c1ccccc1 (configuration not stated) | ? | -3% | 7%[10 µM] | 1% | 3% | -4% | 2% | -9% | 0% | 0 | 2%
COc1ccc(CNC(=O)CCCc2ccccc2)cc1 | ? | 3% | 0% | -1% | -10% | 2% | 4% | 15% | -3% | / | -19%
CCOc1ccc(N(CC(=O)NC(C)(C)C)S(=O)(=O)c2c(C)noc2C)cc1 | 2% | 0% | -38% | 1% | -3% | 12% | -10% | 0% | -2% | ? | 2%
CC(C)CNC(=O)COC(=O)c1cc(S(=O)(=O)N(C)C)ccc1N1CCCC1 | -27% | -6% | 5% | 6% | -1% | 2% | -21% | 17% | 3% | 11 | 0%
CCOc1ccc(S(=O)(=O)N2CCOCC2)cc1NC(=O)CSCc1c(C)noc1C | ? | 2% | / | 3% | 3% | 0% | / | -24% | 0% | 0 | 7%
Cc1cc(C(=O)COC(=O)c2cccnc2Cl)c(C)n1-c1c(C)n(C)n(-c2ccccc2)c1=O | -5% | -3% | -12% | 2% | -2% | 1% | 2% | -1% | -1% | -2 | 2%
CCc1ccc(S(=O)(=O)NCc2csc(-c3ccccc3)n2)s1 | -21% | 2% | 21% | -3% | -3% | 0% | -9% | -26% | -1% | 9 | -8%
COc1ccc(NC(=O)CC(=O)Nc2ccc(OC)cc2OC)c(OC)c1 | 7% | -1% | -11% | 3% | 2% | -7% | 2% | 5% | -10% | -4 | 4%
COCCNC(=O)c1cnn2c(C(F)(F)F)cc(-c3ccc(C)cc3)nc12 | 5.8µM* | -5% | 8% | -11% | 13% | -11% | -2% | -11% | -4% | 11 | 1%
Cc1ccc(C(=O)NCC(=O)OC(C)C(=O)Nc2ccc(N3CCOCC3)cc2)s1 (configuration not stated) | 20% | 0% | 17% | 3% | 3% | -1% | -12% | 3% | 1% | -10 | -5%
COc1ccc(NC(=S)NCCNC(C)=O)cc1 | 13% | -1% | 13% | 2% | -2% | -4% | 11% | -13% | -2% | -3 | -1%
O=C(O)CSc1nnc(-c2ccc(Cl)cc2)n1-c1ccccc1 | -7% | 0% | 3% | 3% | ? | 5% | 3% | / | 0% | 2 | 0%
COc1ccc(NC(=O)CC2CCCC2)cc1S(=O)(=O)N1CCCCC1 | ? | -1% | 21% | -8% | -7% | -5% | -14% | -35% | 0% | 8 | -1%
Cc1cc(Nc2ccc(C(C)C)cc2)n2ncnc2n1 | ? | 1% | ? | 11% | -10% | -3% | ? | 0% | -2% | ? | ?
CCc1cc2c3c(c1)C1(C(=O)N3C(C)(C)CC2C)C(C#N)=C(N)N2C(=C1C#N)Nc1ccccc12 (configuration not stated) | -12% | 1% | 19% | -6% | -19% | -5% | -6% | -83% | -1% | ? | 0%
COc1ccc(Cn2nnnc2C(c2ccccc2OC)N2CCC(C(N)=O)CC2)cc1 (configuration not stated) | 8% | 1% | -5% | -1% | -4% | 2% | 14% | -4% | 14% | 1 | 0%
Cc1noc(C)c1COC(=O)c1cccc(S(=O)(=O)N2CCCCCC2)c1 | 5.8µM* | -9% | 0%[10 µM] | -11% | -2% | -31%[inhibitor] | ? | -57% | -8% | 15 | -1%
Cc1nc(NNC(=O)c2ccccc2)cc(-c2ccccc2)n1 | 7% | 14% | ? | 6% | 3% | -1% | -20% | 13% | 0% | 0 | ?
CSc1nnc(-c2sc3cc(C(F)(F)F)cnc3c2-c2cccnc2)n1C | ? | -5% | -20% | 1% | -6% | 6% | 0% | -31% | 1% | 0 | 6%
COc1cc(OC)c2c(=O)c(OC)c(-c3ccc(OC)c(OC)c3)oc2c1 | ? | 0% | 0%&30% | 3% | -2% | 0% | 1%&0% | -12% | 1% | -1 | -22%
Cc1cccc(-n2c3nc(=O)[nH]c(=O)c-3cc3cc([N+](=O)[O-])ccc32)c1 | -23% | 1% | ? | 18% | -12% | -8% | ? | -33% | -11% | 3 | -3%
COCCNC(=O)c1cccc(OC2CCN(Cc3ccccc3C)CC2)c1 | -8% | -5% | -14% | -6% | / | -3% | 3% | -46% | -7% | 11 | 8%
COc1ccc(OC)c(N(CC(=O)Nc2ccc3c(c2)OCO3)S(=O)(=O)c2ccccc2)c1 | ? | -2% | -1% | -8% | -14% | -1% | -7% | -21% | 0% | 12 | 0%
CN(C)S(=O)(=O)Nc1cc(Cl)cc(Cl)c1 | 14% | -4% | -7% | -4% | 9% | -8% | 2%[10 µM] | -2% | 0% | 2 | -12%
Cc1ccc2c(C)c(C(=O)N3CCCCC3CO)oc2c1C (configuration not stated) | ? | 0% | 9% | 17% | ? | 8% | -6% | 70% | -3% | ? | ?
O=C(NCCc1ccc(Cl)cc1)/C(=C/c1cccnc1)NC(=O)c1ccccc1 | -4% | 1% | 27% | -3% | -8% | -5% | 8% | -5% | -2% | 3 | 8%
COc1ccc(CNC(=O)Nc2cccc(Cl)c2)cc1 | ? | 2.5µM* | 23% | ? | 23% | ? | 19% | 7.1µM* | 0% | 14 | ?
CN(Cc1ccccc1)C(=O)COc1ccc(-c2nnco2)cc1 | -1% | -3% | -1% | 2% | -5% | -4% | -13% | 9% | 0% | -4 | 4%
CCOc1ccc(-n2nnnc2SCC(=O)Nc2cccc(O)c2)cc1 | ? | 9% | ? | 0% | / | 0% | ? | -31% | -9% | ? | -2%
COc1cc(Cl)ccc1OCc1cc(C(=O)N2C[C@]3(C)C[C@H]2CC(C)(C)C3)no1 | ? | ? | 30% | ? | 25% | 1.8µM* | ? | -41% | -2% | 29 | 19µM*
NS(=O)(=O)c1ccc(NC(=O)COC(=O)CSCc2ccc(F)cc2)cc1 | 10% | -4% | / | -1% | -2% | -8% | / | 5% | 1% | 17 | -2%
O=C(CSc1nc(-c2ccc(F)cc2)cs1)N1CCc2ccccc21 | -5% | -2% | -12% | -1% | -7% | -3% | 13% | -4% | 6% | -1 | 0%
CC(C)CC1NC(=O)N(CC(=O)Nc2cccc(Br)c2)C1=O (configuration not stated) | -1% | -2% | / | -1% | 1% | -2% | / | 1% | 0% | -3 | -9%
O=C(CSc1nnc(CNC(=O)c2cccs2)o1)NC1CCCCC1 | / | / | 0% | / | / | / | -6% | 0% | / | -3 | 2%
Cc1cc(-n2ccnc2)n2c(nc3ccccc32)c1C#N | -8% | 0% | ? | 1% | -4% | 5% | 4% | -3% | 1% | 3 | 3%
CCOC(=O)c1cc(-c2ccccc2)sc1NC(=O)C(C)N1C(=O)c2ccccc2C1=O (configuration not stated) | 6% | 0% | -6% | 0% | 6% | -4% | -9% | -9% | 6% | 3 | -2%
CCN(CC)S(=O)(=O)c1ccc(N2CCOCC2)c(NC(=O)c2cc(=O)[nH]c3ccccc23)c1 | ? | -2% | -14% | -13% | / | 2% | 1% | -10% | -1% | -1 | 2%
